M1 PAM – potentiates human M1 receptor response to acetylcholine; P11229; CHO-K1 hM1, Fluo-8 calcium fluorescence, ACh EC20; 0% = ACh EC20, 100% = maximal ACh; activation, % at 3 µM; actives 0.088% (n = 360,000); AID 588819; in the data active means activation above about 19%, passing the limit was not always enough
Target sequence (P11229 whole entry, looked up): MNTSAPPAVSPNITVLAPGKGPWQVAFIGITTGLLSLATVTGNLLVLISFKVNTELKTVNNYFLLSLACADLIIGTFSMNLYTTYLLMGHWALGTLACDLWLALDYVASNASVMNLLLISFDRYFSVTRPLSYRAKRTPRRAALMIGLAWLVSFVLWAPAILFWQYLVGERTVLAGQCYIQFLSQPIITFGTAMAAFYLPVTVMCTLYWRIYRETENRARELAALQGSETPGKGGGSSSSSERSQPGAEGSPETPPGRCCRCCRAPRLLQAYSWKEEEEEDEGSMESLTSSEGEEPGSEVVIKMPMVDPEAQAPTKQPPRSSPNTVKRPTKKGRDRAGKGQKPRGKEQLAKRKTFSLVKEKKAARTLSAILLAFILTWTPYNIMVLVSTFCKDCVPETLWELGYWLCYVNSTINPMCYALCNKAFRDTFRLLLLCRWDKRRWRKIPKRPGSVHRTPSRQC
TAAR1 antag – human TAAR1 antagonism. AID 624466. inhibition, % at 3 µM. CHO RD-HGA16 TAAR1, Fluo-8 calcium fluorescence, antagonist. actives 1.5% (n = 360,000). Q96RJ0;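 active means inhibition above a per-plate cutoff, the mean inhibition of test compounds on that plate plus 3 SD, cut at about 49% in these data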;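 further: 0% = DMSO plus EC80 beta-PEA response and 100% = DMSO alone without agonist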
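Test system: hTAAR1-expressing CHO RD-HGA16 cells, Gα16-coupled; Probe or stimulus: EC80 β-phenethylamine stimulus; Compound dosing: single nominal final test compound concentration of 3 µM; Timing: 140 s kinetic read after compound, 140 s after agonist; Signal: Fluo-8 calcium-sensitive fluorescence; Measure: % inhibition of agonist calcium response; Controls: DMSO and EC80 PEA controls.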
M1 antag – human CHRM1 antagonism. actives 1.3% (n = 360,000). P11229. inhibition, % at 3 µM. AID 588852. CHO-K1 hM1, Fluo-8 calcium fluorescence, ACh EC80 antagonist;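 active means percent inhibition above its own plate's cutoff, namely the mean of that plate's compound wells plus 3 SD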;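 further: peak over basal fluorescence ratio during 140 s after agonist addition; 0% = ACh EC80 plus DMSO and 100% = DMSO alone without agonist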
V1aR counter – counter-screen for oxytocin receptor agonists: human V1a receptor agonists; CHO-V1R cells, Fluo-8 calcium fluorescence, agonist mode; 0% DMSO, 100% 3 nM vasopressin; actives 0.25% (n = 320,000); activation, % at 3 µM; P37288; AID 2797;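 active means activation above the mean activation of all tested compounds plus 3 SD, per screening run, cut at about 20% in these data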;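 further: signal is peak over basal fluorescence ratio across a 100 second FLIPR read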
OXTR potentiator – human OXTR potentiation; AID 2445; actives 0.061% (n = 320,000); activation, % at 3 µM; CHO-OTR cells, Fluo-8 calcium fluorescence, potentiator mode; 0% = oxytocin EC15, 100% = EC100;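 active means activation above that plate's cutoff, the mean activation of tested compounds plus 3 SD, cut at about 6.6% in these data, passing the limit was not always enough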;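 further: 100% uses oxytocin at 75 nM as the full agonist control; some results filed as inactive read as strong as hits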
Target sequence (P30559 whole entry, looked up): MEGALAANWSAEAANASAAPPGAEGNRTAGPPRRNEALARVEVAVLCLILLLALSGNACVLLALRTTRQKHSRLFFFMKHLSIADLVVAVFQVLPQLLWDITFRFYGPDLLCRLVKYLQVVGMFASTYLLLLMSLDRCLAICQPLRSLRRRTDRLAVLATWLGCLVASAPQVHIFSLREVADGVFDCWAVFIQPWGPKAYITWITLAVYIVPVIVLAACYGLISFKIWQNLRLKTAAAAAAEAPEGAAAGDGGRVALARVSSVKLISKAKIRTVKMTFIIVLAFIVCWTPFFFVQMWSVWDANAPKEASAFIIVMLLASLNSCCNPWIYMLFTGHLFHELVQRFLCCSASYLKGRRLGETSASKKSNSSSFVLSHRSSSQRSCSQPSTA
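Material: CHO-OTR cells, human receptor; compound dosing: single dose, 3.0 µM nominal final compound concentration; schedule: 6 min compound pre-incubation at room temperature, 100 s kinetic read; measured by: kinetic Fluo-8 calcium fluorescence; read-out basis: % activation vs EC15 and EC100 oxytocin; controls: EC15 oxytocin alone as 0%, 75 nM oxytocin as 100%; replicates: singlicate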
M1 ag – activates human CHRM1 receptor; P11229; CHO-K1 hM1, Fluo-8 calcium fluorescence, agonist mode; 0% DMSO, 100% acetylcholine EC100; activation, % at 3 µM; actives 0.33% (n = 360,000);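 active means activation above the run's mean compound activation plus 3 SD, cut at about 16% in these data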;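 further: peak over basal fluorescence ratio within a 140 s kinetic read after compound addition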
OXTR agonist – human OXTR agonism | P30559 | CHO-OTR cells, Fluo-8 calcium fluorescence; normalized: DMSO 0%, oxytocin 100% | activation, % at 3 µM | actives 0.32% (n = 320,000) | AID 2435;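 active means activation above the mean of all tested compounds plus 3 SD, cutoff set per screening run, cut at about 20% in these data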;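 further: peak over basal fluorescence ratio from a 100 s FLIPR kinetic read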
TAAR1 agonist – human TAAR1 agonism; Q96RJ0; CHO RD-HGA16 TAAR1, Fluo-8 calcium fluorescence; vehicle wells 0%, saturating PEA agonist 100%; activation, % at 3 µM; actives 0.99% (n = 360,000); AID 624467;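 active means activation above the mean activation of all test compounds in the run plus 3 SD, cut at about 38% in these data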
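test system = CHO RD-HGA16 cells carrying human TAAR1 plus Gα16 | schedule = 17-24 h seeding, 75 min 37 °C dye, 30 min RT | compound dosing = 3 µM single concentration | control set = DMSO and PEA EC100 | replicates = n 1 | signal = Fluo-8 fluorescence, 5 s baseline then 140 s kinetic read | measure = percent activation vs PEA EC100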
CHO parental Ca – counter-screen: ATP calcium response change in parental CHO cells. parental CHO-K1, ATP-induced calcium, Fluo-8 fluorescence. inhibition, % at 5.6 µM. actives 0.63% (n = 330,000). AID 463079;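 active means inhibition above that plate's mean sample inhibition plus 3 SD, cut at about 26% in these data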;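 further: 0% = ATP-challenged DMSO wells and 100% = DMSO wells without ATP; some compounds past the cut are filed as inactive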
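Test system: untransfected parental CHO cell line. Compound: one dose, 5.6 µM nominal. Detection: intracellular calcium via Fluo-8 no-wash fluorescent dye. Measure: % inhibition. Benchmarks: ATP-challenged DMSO wells low, unchallenged DMSO wells high.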
* hit, by the source's call; / = not tested or not shown.

1: Cc1c(C(=O)N2CCCCCC2)nnn1-c1nonc1N
2: O=C(Nc1ccccc1C(=O)NCCCN1CCOCC1)c1ccc(F)cc1
3: COC(=O)C(C)N1C(=O)S/C(=C\c2cc(C)n(-c3ccccn3)c2C)C1=O (stereo not given)
4: C[N+](C)(C)CCNC(=O)c1c(O)c2c([nH]c1=O)CCCC2
5: COc1ccc(-c2nc(C)c(C(C)=O)n2O)cc1[N+](=O)[O-]
6: CC1=NN(c2ccc(C)cc2C)C(=O)C1C(c1cccc(O)c1)C1C(=O)N(c2ccc(C)cc2C)N=C1C (stereo not given)

compound no. | 1 | 2 | 3 | 4 | 5 | 6
OXTR agonist | -0.8 | -0.2 | 0.2 | -0.2 | 1.4 | 2.3
V1aR counter | 0.9 | -0.1 | 2.0 | 0.3 | 0.1 | 0.6
OXTR potentiator | -7 | -2 | -3 | -13 | -10 | -5
M1 PAM | 2 | 9 | -12 | 5 | 4 | 5
CHO parental Ca | -18 | 1 | 9 | 2 | 1 | -5
TAAR1 antag | 4 | -8 | 25 | -14 | -15 | -8
TAAR1 agonist | 4 | 2 | 9 | 11 | 7 | 2
M1 antag | -13 | -14 | 12 | -22 | -3 | 1
M1 ag | -5 | -3 | -5 | -6 | -5 | -5

7: COc1cc(/C=C2/SC(=S)N(Cc3ccccc3)C2=O)ccc1OS(C)(=O)=O
8: CC(C)(C)OC(=O)C[C@@H]1C/C=C\C[C@H](CC(=O)N(CCO)Cc2ccccc2)C(=O)NCCOC1=O
9: Cc1noc(C)c1COc1ccccc1C(=O)NCCc1ccc(Cl)cc1
10: Cc1nn(-c2ccc(N3CCOCC3)nn2)c(C)c1CCC(=O)NCc1ccccc1
11: CCOc1ccc(N2CC(C(=O)Nc3cc(C)on3)CC2=O)cc1 (stereo not given)
12: O=C(NCCCN1CCCC1=O)Nc1ccc(F)c(Cl)c1

compound no. | 7 | 8 | 9 | 10 | 11 | 12
OXTR agonist | 0.9 | 0.7 | 0.4 | -0.6 | 0.0 | 1.6
V1aR counter | 0.8 | -0.2 | 3.0 | 0.2 | -0.8 | 1.2
OXTR potentiator | 3 | -3 | -2 | -7 | -11 | -6
M1 PAM | 9 | 4 | -7 | 6 | -4 | 1
CHO parental Ca | -3 | -3 | -8 | 11 | -9 | 2
TAAR1 antag | 3 | -25 | 46 | -18 | -9 | 3
TAAR1 agonist | 0 | 1 | 2 | 0 | 0 | 14
M1 antag | -11 | -10 | 4 | -5 | 12 | 6
M1 ag | 3 | -4 | 12 | -1 | -5 | -2

13: CCCCn1c(N)c(N(CC)C(=O)CSCc2c(C)noc2C)c(=O)[nH]c1=O
14: Nc1cccc(C(=O)N/N=C/c2ccsc2)c1
15: COc1ccccc1/C=C1\N=C(C(C)(C)C)OC1=O
16: COc1ccccc1N1CCN(C(=O)c2cc3c(s2)CCCCC3)CC1
17: COCCn1nnnc1C(c1ccccc1Cl)N1CCN(c2ccccc2OC)CC1 (stereo not given)
18: COc1ccc(-c2nc(CN3CCC(C(=O)NC4CCN(Cc5ccccc5)CC4)CC3)c(C)o2)cc1OC

compound no. | 13 | 14 | 15 | 16 | 17 | 18
OXTR agonist | 0.3 | -0.3 | 0.9 | -1.4 | / | -0.2
V1aR counter | -0.2 | 0.3 | 0.5 | 1.2 | / | -0.6
OXTR potentiator | 2 | -16 | -4 | -2 | / | -7
M1 PAM | 10 | 5 | 9 | -2 | 7 | -4
CHO parental Ca | -2 | 19 | 12 | -20 | / | 8
TAAR1 antag | -35 | 1 | -11 | 7 | -14 | -20
TAAR1 agonist | 2 | 1 | 4 | -3 | 11 | -2
M1 antag | -12 | -3 | -2 | 4 | -8 | 7
M1 ag | 0 | -2 | -1 | -5 | -3 | -5

19: CCCC(C)NC(=O)Cc1ccccc1 (stereo not given)
20: CCC(C)(C(=O)NC1CCCC1)N(Cc1ccco1)C(=O)c1ccccn1 (stereo not given)
21: Cc1cc(C)c(C)c(S(=O)(=O)N2CCC(C(=O)NCCCN3CCCC3=O)CC2)c1C
22: Cc1nc2ccc(NC(=O)c3ccccc3)cc2s1
23: Cc1ccc(/C(O)=C2/C(=O)C(=O)N(c3ccccn3)C2c2ccc(F)cc2)cc1 (stereo not given)
24: Cc1ccc(/C=N/Nc2nc(N3CCCCC3)nc(N3CCCCC3)n2)o1

compound no. | 19 | 20 | 21 | 22 | 23 | 24
OXTR agonist | 1.7 | 0.0 | -2.2 | 0.1 | -1.6 | -3.1
V1aR counter | -0.3 | 0.5 | 0.2 | 0.3 | -0.7 | -1.3
OXTR potentiator | -1 | 0 | -4 | -11 | -6 | -6
M1 PAM | 12 | 11 | 25 | 8 | 1 | 0
CHO parental Ca | -9 | -9 | -37 | -8 | -3 | -34
TAAR1 antag | -5 | 11 | -7 | 1 | -36 | 10
TAAR1 agonist | 0 | 4 | 8 | 4 | -2 | 0
M1 antag | -20 | -10 | -26 | -7 | -5 | -4
M1 ag | -2 | -4 | -7 | -4 | -5 | -14

25: O=C(NNC1=C(C(=O)C(F)(F)F)CCC1)c1cccnc1
26: COc1ccc(-c2cc(=O)oc3cc(OC(=O)C4CCCCC4)c(Cl)cc23)cc1
27: CCOc1ccc(CC(=O)NCc2cn3c(C)csc3n2)cc1
28: C#CCOCCOCCOCCNc1nc(N2CCN(C(=O)Cn3cc(CCO)nn3)CC2)nc(N2CCN(C(=O)[C@H]([C@@H](C)O)n3cc(CCCCN)nn3)CC2)n1
29: S=C(Nc1ccccc1Cl)N1CCOCC1
30: O=C(Cc1ccccc1)c1ccc2c(c1)OCCO2

compound no. | 25 | 26 | 27 | 28 | 29 | 30
OXTR agonist | 0.5 | -1.6 | -0.8 | 0.9 | 0.0 | -2.4
V1aR counter | 5.5 | 1.1 | -0.3 | 1.5 | 1.8 | -1.4
OXTR potentiator | -6 | -9 | -5 | 5 | 2 | -4
M1 PAM | -2 | 2 | 5 | 2 | 15 | -4
CHO parental Ca | -8 | 0 | 2 | -7 | -2 | -14
TAAR1 antag | 10 | -16 | -7 | -1 | -5 | 15
TAAR1 agonist | 0 | 6 | 1 | 10 | 0 | 9
M1 antag | 2 | 0 | -10 | 6 | -5 | 8
M1 ag | -5 | -3 | -3 | -6 | -4 | -3

31: CCOc1ccc(C(=O)CCC(=O)N(CC)CC(=O)NCc2ccc(Cl)cc2)cc1
32: COc1cccc(NC(=O)NNC(=O)CN2C(=O)COc3ccccc32)c1
33: O=[N+]([O-])c1cccc(OCc2cn3cccnc3n2)c1
34: NNC(=O)c1cccc(COc2ccc(Br)cc2)c1
35: OCC1OC(n2cnc3c(SCc4ccccc4)nc(F)nc32)C(O)C1O (stereo not given)
36: CCOc1cc(NC(=S)NCC2CCCO2)c(OCC)cc1NC(=O)c1ccc(F)cc1 (stereo not given)

compound no. | 31 | 32 | 33 | 34 | 35 | 36
OXTR agonist | -1.3 | 0.4 | 0.5 | 0.0 | / | -0.6
V1aR counter | 0.1 | 0.7 | 1.0 | 0.9 | / | -1.4
OXTR potentiator | -8 | 4 | 1 | -10 | / | -21
M1 PAM | 1 | 13 | 6 | 8 | 5 | 7
CHO parental Ca | -22 | -16 | -7 | -21 | / | -22
TAAR1 antag | -24 | -4 | -19 | -6 | 0 | -12
TAAR1 agonist | -2 | 4 | 1 | 1 | 1 | -1
M1 antag | 5 | -7 | -2 | -8 | -12 | -3
M1 ag | -5 | 1 | -7 | -7 | 0 | -7

37: Cc1ccc(-c2cc(N)n[nH]2)cc1
38: Cc1ccn2cc(CCNS(=O)(=O)c3ccc4ccccc4c3)nc2c1
39: CC(Sc1nc(-c2ccccc2)cc(C(F)(F)F)n1)C(=O)N1CCC(C(N)=O)CC1 (stereo not given)
40: CCC(CO)NC(=O)c1cccc(S(=O)(=O)N2c3ccccc3CC2C)c1 (stereo not given)
41: O=C(Nc1c[nH]c(=O)[nH]c1=O)c1ccc2c(c1)C(=O)N(c1cccc([N+](=O)[O-])c1)C2=O
42: CNS(=O)(=O)/C=C/c1ccccc1

compound no. | 37 | 38 | 39 | 40 | 41 | 42
OXTR agonist | 0.5 | -0.2 | -1.0 | 0.9 | / | -1.4
V1aR counter | 0.2 | 0.8 | 0.8 | 0.8 | / | -0.8
OXTR potentiator | 1 | -5 | -6 | -19 | / | -24
M1 PAM | 9 | 4 | 1 | 10 | 3 | -8
CHO parental Ca | -15 | -15 | -3 | -12 | / | -2
TAAR1 antag | -4 | -1 | 17 | -7 | -19 | 4
TAAR1 agonist | 5 | 1 | 8 | 10 | 2 | 2
M1 antag | -3 | -9 | 1 | -2 | -3 | 5
M1 ag | 0 | -5 | -3 | -2 | -1 | -1

43: O=C(N/N=C/c1cnc(N2CCCCC2)s1)c1ccc(Cl)cc1
44: Cc1nn(Cc2c(F)c(F)c(F)c(F)c2F)c(C)c1NC(=O)c1ccc(COc2ccccc2Cl)o1
45: Cc1cccc(N2CCN(S(=O)(=O)c3ccc(-c4ccc(=O)[nH]n4)o3)CC2)c1C
46: C=CCc1c(C)nc(SC(C)C)[nH]c1=O
47: O=C(c1cccc(S(=O)(=O)N2CCN(c3ccc(F)cc3)CC2)c1)N1CCCCCCC1
48: CCOC(=O)N1CCN(C(=O)C2CC(=O)N(c3ccc(OC)cc3)C2c2ccc(OC)cc2)CC1 (stereo not given)
49: CCC(C)(C)NC(=O)C(c1cccn1C)N(C(=O)Cn1nnc2ccccc21)c1ccccc1OC (stereo not given)

compound no. | 43 | 44 | 45 | 46 | 47 | 48 | 49
OXTR agonist | -1.7 | 1.7 | 0.4 | -0.3 | 4.1 | -0.8 | -1.9
V1aR counter | -1.8 | 1.9 | 4.4 | 0.4 | 4.7 | -0.3 | -0.6
OXTR potentiator | -6 | -7 | -13 | -7 | -16 | -15 | -2
M1 PAM | 8 | -10 | 6 | -4 | -10 | 5 | 9
CHO parental Ca | -12 | -4 | -13 | -2 | -4 | -18 | -22
TAAR1 antag | 26 | 11 | -2 | -3 | 0 | 4 | -4
TAAR1 agonist | 8 | 6 | 1 | 6 | 1 | 3 | 12
M1 antag | -9 | 3 | -4 | -5 | 9 | 5 | -15
M1 ag | -5 | -9 | 5 | -5 | -3 | -3 | -3

Compound profiles (already shown). Values in the order: OXTR agonist, V1aR counter, OXTR potentiator, M1 PAM, CHO parental Ca, TAAR1 antag, TAAR1 agonist, M1 antag, M1 ag
Results for `O=C(c1cccc(S(=O)(=O)N2CCN(c3ccc(F)cc3)CC2)c1)N1CCCCCCC1` = 4.1, 4.7, -16, -10, -4, 0, 1, 9, -3
Results for `Cc1nn(Cc2c(F)c(F)c(F)c(F)c2F)c(C)c1NC(=O)c1ccc(COc2ccccc2Cl)o1` = 1.7, 1.9, -7, -10, -4, 11, 6, 3, -9

Screens as filed in PubChem BioAssay.
